# SENP8 block-1: SENP8 protease inhibition | Q96LD8 | inhibition, % at 10 µM | hit rate 1.2% among 330,000 | purified SENP8, Z-RLRGG-aminoluciferin cleavage, luminescence | AID 2540; in the data active = inhibition above about 50%
# Target sequence (Q96LD8 whole entry, looked up): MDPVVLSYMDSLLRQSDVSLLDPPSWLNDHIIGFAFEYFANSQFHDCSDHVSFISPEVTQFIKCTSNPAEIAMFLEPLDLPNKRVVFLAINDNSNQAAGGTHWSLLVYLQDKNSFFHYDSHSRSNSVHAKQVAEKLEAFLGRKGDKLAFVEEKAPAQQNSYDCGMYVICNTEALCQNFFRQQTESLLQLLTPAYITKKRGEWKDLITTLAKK
# MIN6 prolif: induces beta-cell replication in MIN6 cells | AID 2380 | MIN6 cells proliferation, ATPlite luminescence, 48 h; cells starved in 0.2% serum; 100% = growth in 10% serum | proliferation, % at 10 µM | hit rate 0.29% among 330,000;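 active = compounds whose signal lies at least 3.5 SD above the mean of all wells on their plate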;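 note: 0% = DMSO-treated cells in low-serum medium and 100% = 10% serum control; some compounds called inactive have numbers as strong as hits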
# UBC13 polyUb: human UBC13 polyubiquitination inhibition; P61088; UBC13 polyubiquitin chain formation, TR-FRET; inhibition, % at 20 µM; hit rate 0.47% among 330,000; AID 485273; in the data active = inhibition above about 45%, passing the limit was not always enough
# Target sequence (P61088 whole entry, looked up): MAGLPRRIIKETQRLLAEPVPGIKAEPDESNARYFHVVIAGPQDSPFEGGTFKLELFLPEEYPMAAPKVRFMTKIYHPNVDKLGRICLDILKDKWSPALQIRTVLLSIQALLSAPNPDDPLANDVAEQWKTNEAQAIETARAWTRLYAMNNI
# PfGluPho inh: PfG6PD (Plasmodium falciparum) enzyme inhibition; PfGluPho enzyme, NADPH resazurin-diaphorase fluorescence; hit rate 0.78% among 350,000; inhibition, % at 20 µM;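 active = inhibition reaching at least a set limit at 20 µM in the primary screen, cut at about 59% in these data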;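 note: 0% = DMSO wells with substrate and 100% = DMSO wells lacking glucose-6-phosphate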
# SENP1 FRET inh: blocks the human SENP1 SUMO protease catalytic domain; Q9P0U3; inhibition, % at 10 µM; recombinant SENP1 catalytic domain, CyPet-SUMO1-YPet FRET cleavage; hit rate 0.21% among 360,000;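 active = inhibition at least 30% at 10 µM, raw YFP signal under a set limit, fluorescence ratio 0.5 to 1.5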;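 note: 0% = enzyme with DMSO and 100% = no enzyme wells; some results filed as inactive read as strong as hits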
# Target sequence (Q9P0U3 419-644 limits assumed): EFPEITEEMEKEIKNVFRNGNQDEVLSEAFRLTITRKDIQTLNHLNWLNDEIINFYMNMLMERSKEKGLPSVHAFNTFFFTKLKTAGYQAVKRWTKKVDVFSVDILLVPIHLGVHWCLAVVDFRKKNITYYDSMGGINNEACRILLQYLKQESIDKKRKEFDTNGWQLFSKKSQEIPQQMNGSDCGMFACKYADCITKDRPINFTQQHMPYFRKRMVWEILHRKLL
#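 Test system: human SENP1 catalytic domain; medium: Tris pH 8 buffer plus EDTA, NaCl, BME, BSA, NP40, catalase; incubation: 50 min reaction at room temperature; technique: FRET, CFP and YFP emission; controls: no-enzyme low control and enzyme-plus-DMSO high control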
# SENP7 inh: SENP7 protease inhibition; Q9BQF6; recombinant SENP7, Z-RLRGG-aminoluciferin luminescence, 40 min; inhibition, % at 5 µM; hit rate 1.5% among 330,000;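 active = inhibition above about 50% at the single test dose, limit read from the data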;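 note: plate controls were DMSO with enzyme for no effect and no enzyme buffer wells for full effect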
# Target sequence (Q9BQF6 706-1050 limits assumed): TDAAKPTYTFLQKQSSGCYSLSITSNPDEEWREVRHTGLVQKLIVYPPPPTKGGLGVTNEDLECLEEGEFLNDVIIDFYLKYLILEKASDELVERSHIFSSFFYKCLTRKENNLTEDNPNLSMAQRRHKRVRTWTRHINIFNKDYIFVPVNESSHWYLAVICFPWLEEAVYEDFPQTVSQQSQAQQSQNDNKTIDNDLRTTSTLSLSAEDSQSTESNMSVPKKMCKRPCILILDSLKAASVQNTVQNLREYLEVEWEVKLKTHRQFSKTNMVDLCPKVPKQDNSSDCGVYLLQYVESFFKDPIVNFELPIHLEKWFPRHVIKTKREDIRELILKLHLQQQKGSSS
# SENP6 block: blocks the human protease SENP6. Q9GZR1. Recombinant SENP6 catalytic domain, aminoluciferin luminescence. inhibition, % at 10 µM. hit rate 1.8% among 330,000. AID 2599;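 active = inhibition above about 50% at the single tested dose, limit read from the data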;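 note: plate controls were DMSO wells with enzyme for no effect and DMSO wells lacking enzyme for full effect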
# HKDC1 inhibitor: blocks human hexokinase HKDC1 activity; Q2TB90; recombinant HKDC1, G6PDH/diaphorase resazurin coupled fluorescence; inhibition, % at 20 µM; hit rate 0.16% among 340,000;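 active = inhibition above about 35% when tested at 20 µM, limit read from the data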;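 note: plate controls were DMSO wells with enzyme for no effect and DMSO wells lacking enzyme for full effect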
#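 Test system: HK5 enzyme. Quantity: 5 µg/mL HK5 final. Reagent: glucose and ATP substrates. Schedule: 90 min reaction incubation at room temperature, dark. Technique: resazurin-to-resorufin fluorescence via G6PDH and diaphorase coupling, 525/613 nm. Control set: DMSO wells with and without enzyme mix.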
# SENP8 block-2: SENP8 (human) protease inhibition; recombinant SENP8, Nedd8 substrate fluorescence; AID 602440; inhibition, % at 20 µM; Q96LD8; hit rate 0.64% among 360,000; in the data active = inhibition mostly above about 40%, no sharp cut-off; inactive = mostly below about 27%
# Active calls of the source: *; i = inactive; x = not tested or not shown. Random draw from the library; any-hit rate near 4%.
mol	SENP8 block-1	MIN6 prolif	UBC13 polyUb	PfGluPho inh	SENP1 FRET inh	SENP7 inh	SENP6 block	HKDC1 inhibitor	SENP8 block-2
COc1cccc(NC(=O)c2ccc3c(c2)CCN3S(C)(=O)=O)c1	1	-3	-1	17	3	0	16	-3	9
COc1ccc([C@H]2CC(=O)C=C(c3cc(F)ccc3F)C2)cc1OC	8	2	15	7	1	-4	-1	-3	-25
COc1cc(NC(=O)CN(C)S(=O)(=O)c2ccc3nc(C)sc3c2)cc(OC)c1	-5	3	10	14	1	8	-21	-3	9
COc1ccccc1CC(=O)N1CCCc2cc(C)ccc21	-12	-4	-4	13	-1	-11	-8	-3	-3
Cc1ccc(OCC(=O)Nc2ccc(-c3nc4ncccc4o3)cc2)cc1	5	-3	-6	12	-6	5	-5	-2	-337
Cc1ccc(CCc2nnc(SCC(=O)Nc3cc(Cl)ccc3Cl)n2-c2ccccc2)o1	3	-6	12	12	-3	9	-15	8	11
CCCCC1=CC2=C(c3ccco3)C(=O)C(C)(OC(=O)c3ccc(OC)cc3)C(=O)C2=CN1C1CCCC1 (stereo not drawn)	0	-8	17	x	x	-7	14	x	x
Cc1oc(-c2ccc(Cl)cc2)nc1CSCC(=O)NCCCN1CCOCC1	3	-2	0	-8	0	3	5	12	19
Cc1[nH]c2c(C)cccc2c1CCNS(=O)(=O)c1cccc([N+](=O)[O-])c1	-9	-2	-8	8	2	-1	-23	-5	19
NC(=O)c1ccccc1NC(=O)Nc1ccccc1Cl	-16	-5	-3	-13	4	-14	-30	-6	-214
COc1ccc(CCN2CC(C(=O)NCc3cc(C)on3)CCC2=O)cc1 (stereo not drawn)	-3	-2	4	-6	1	-1	17	-5	4
CC(C)=CCN1CCN(Cc2c[nH]c3ccccc23)CC1CCO (stereo not drawn)	3	-3	-1	-17	2	5	10	-6	13
CCOC(=O)c1cnc(SCC(C)C)nc1N	-12	1	-1	-13	0	-13	-25	2	26
Cc1ccc2oc(C(=O)NCc3ccc(S(N)(=O)=O)cc3)cc(=O)c2c1	2	0	3	0	0	-3	-1	10	2
OCCN(Cc1ccccc1)Cc1cccc(Cl)c1Cl	-3	1	4	22	-2	-9	7	-11	24
COc1ccccc1OCCc1nnc(N)s1	-3	4	17	-9	0	-4	-4	-9	20
CCOC(=O)c1sc(NC(=O)c2ccc(CC)s2)nc1C	-1	-1	2	-9	0	67*	-4	-6	-153
COc1ccc(N2CCN(C(C)C(=O)N3CCCC3)CC2)cc1 (stereo not drawn)	-7	-3	-22	-3	2	-2	6	-4	9
C=CCN=C1N[C@@H](c2ccccc2)C(C(=O)OC)=C(C)N1CCOC	-7	2	1	0	-3	7	-5	-5	9
CNC(=S)N1CCC(NC(=O)C(Cc2ccc(F)cc2)NC(C)=O)CC1 (stereo not drawn)	-4	1	5	0	0	9	-10	-7	13
COc1cc(NC(=O)n2ncc3cc(Cl)ccc32)cc(OC)c1	54*	-4	3	7	0	28	38	1	23
COC(=O)C1CCN(CC(=O)Nc2ccc(OC)c(Cl)c2)CC1	-3	-2	7	6	2	4	-1	-7	7
CNC(=O)c1[nH]cnc1C(=O)Nc1ccccc1OC	5	-3	-4	10	-2	2	-13	-5	20
Cc1ccnc(NC2(C(F)(F)F)N=C3SCCN3C2=O)c1 (stereo not drawn)	-5	3	-1	-5	0	4	-19	-2	11
O=C(Cn1cc2c(n1)CCCCC2)NCc1ccccc1	-4	-1	-1	10	0	-2	-9	-6	12
CC(=O)/C(N=Nc1c(C)n(C)n(-c2ccccc2)c1=O)=C(\C)O	2	-3	-9	-6	3	-4	7	-2	19
CC1(C)c2cc(Cl)ccc2-n2c1cc(O)c(-c1ccccc1)c2=O	-1	-1	-1	-25	-20	0	-3	-2	-237
Cc1ccccc1C(=O)N1CCN(CCNC(=O)C(=O)Nc2ccc(Br)cc2)CC1	-9	-1	0	1	2	-4	-2	-4	12
Cc1nc2ccccc2n(CC(=O)Nc2cc(Cl)cc(Cl)c2)c1=O	-9	-2	-9	10	-3	1	-6	-3	-173
CCC(=O)Nc1ccc(S(=O)(=O)N2CCCCC2)cc1OC	8	-1	-8	7	0	-6	-7	-12	20
Cc1cccc(C)c1NC(=O)CN(C)C(=O)CN1C(=O)NC2(CCCC2)C1=O	-10	6	6	12	0	1	3	-6	2
O=C(NNS(=O)(=O)c1ccccc1)C1CCCCC1	0	-4	-3	-7	-1	-2	0	-8	13
O=C(O)CC(c1ccccc1)c1ccccc1	-4	-2	2	-16	-2	2	1	-8	8
Cc1ccc(C(=O)C(C)OC(=O)Cc2n[nH]c(=O)c3ccccc23)cc1C (stereo not drawn)	-3	-3	1	-6	1	-4	-1	-2	-1
CC1(c2ccc3c(c2)OCCO3)NC(=O)N(CC(=O)Nc2c(F)cccc2F)C1=O (stereo not drawn)	10	0	7	-6	-1	0	1	-5	15
Cc1ccc(N2C(N)=C(C#N)C3(C(=O)N(C)c4ccccc43)C3=C2CC(C)(C)CC3=O)cc1Cl (stereo not drawn)	-9	1	2	0	2	-8	-23	3	-1
COc1ccc(-c2c3c(=O)n(C)c(=O)n(C)c3cn2Cc2cccnc2)cc1	7	-3	-4	-13	-2	1	8	-11	6
O=C(CSc1nc(-c2ccc(F)cc2)cs1)N1CCc2ccccc21	7	-3	8	-9	0	4	8	14	14
Nc1ccccc1C(=O)N/N=C1/C2CN3CCN(C2)CC1(Cc1ccccc1)C3	-6	-1	10	-9	2	10	-4	-7	-365
COc1ccc(C(=O)N2CC(c3ccccc3)CC2=O)cc1 (stereo not drawn)	4	-2	6	-11	3	-7	0	1	1
Oc1c(Br)cc(/C=N/Nc2nncc3ccccc23)cc1Br	69*	-3	6	63*	x	17	72*	10	x
Cn1c(=O)c(=O)n(C)c2cc(S(=O)(=O)N3CCCC3C(=O)Nc3ccc(F)cc3)ccc21 (stereo not drawn)	-8	2	-11	9	0	12	-9	-5	-48
CCNc1nc(Oc2ccc(=O)[nH]n2)nc(N2CCOCC2)n1	1	0	5	-21	3	-1	1	-4	14
CCOC(=O)c1cc(-c2cccs2)nc2c1c(C)nn2-c1ccccn1	-12	-5	37	0	-3	1	-11	1	-383
CCC(=O)CN(Cc1cc(OC)ccc1OC)S(=O)(=O)c1ccccc1Br	x	x	x	-3	0	-7	x	-5	2
O=C(CNC(=O)c1ccccc1)NCC(=O)OCc1ccc(Cl)cc1	-11	-2	-8	7	2	-6	-5	-2	10
CC(C)CNC(=O)COC(=O)c1ccc([N+](=O)[O-])cc1Cl	1	0	-6	6	2	7	8	-2	19
O=C(NN=C1CCCC1)C1COc2ccccc2O1 (stereo not drawn)	-1	0	-8	-12	3	7	-2	-4	13
Cc1ccc(NCc2nnc(SCC(=O)Nc3cccc(O)c3)n2CC2CCCO2)c(C)c1 (stereo not drawn)	-4	-2	-3	-16	0	-10	-4	4	40
O=C(Nc1ccccc1)C1CCN(C(=O)c2ccco2)CC1	4	0	-2	5	-1	-4	-6	-5	18

# Next section:
mol	SENP8 block-1	MIN6 prolif	UBC13 polyUb	PfGluPho inh	SENP1 FRET inh	SENP7 inh	SENP6 block	HKDC1 inhibitor	SENP8 block-2
Cc1cc(S(=O)(=O)N2CCOCC2)ccc1OCC(=O)Nc1cccc(C(F)(F)F)c1	-1	5	5	0	2	-1	-10	-7	6
N#CCN1C(=O)C2CCCN2c2ccc(S(=O)(=O)N3CCOCC3)cc21 (stereo not drawn)	-7	-1	6	3	-9	6	-14	-12	-90
O=C(c1ccc(CSc2nc3ccncc3[nH]2)cc1)N1CCCCCC1	8	-6	-3	-8	1	8	-1	-4	8
O=C(COc1ccc(/C=N/NS(=O)(=O)c2ccccc2)cc1)Nc1cccc(Cl)c1	-4	-7	-16	3	0	-6	-40	1	37
Cc1nc(CSc2nc3[nH]ncc3c(=O)n2-c2ccccc2)cs1	1	1	0	13	-1	13	-1	-6	11
COCCn1c(SCC(=O)c2ccccc2)nc2ccccc2c1=O	2	7.8*	9	-2	1	-3	3	-9	5
COc1ccc([C@H]2C=C(C(=O)O)O[C@@H](OCc3ccc(CO)cc3)C2)cc1	3	4	-2	-1	-2	1	-7	-1	-21
CC(=O)N1CCN(C(=O)c2ccc(S(=O)(=O)Nc3ccccc3Cl)cc2)CC1	-2	3	2	-5	2	-1	-9	5	15
CN(C(=O)c1ccco1)c1nc(-c2ccc(Cl)cc2)cs1	-7	-4	-3	-2	0	13	-22	2	3
COc1cc2oc(=O)cc(-c3ccc(-c4ccc(C)cc4)cc3)c2c(OC)c1OC	x	x	x	5	1	7	x	-3	-43
CCCN(CCC)C(=O)c1c(NC(=O)CC)sc2c1CCCCC2	-4	-2	-9	-5	0	4	-17	0	29
Cc1ccc(SCC(=O)NNC(=O)c2ccccc2)cc1C	0	-2	4	11	0	-5	-9	-13	7
COc1ccc(CCNC(=O)Nc2cccs2)c(OC)c1	-7	0	-4	15	-8	-3	-4	-1	8
O=C(N/N=C\c1cn[nH]c1-c1ccc(Cl)cc1)c1cccs1	1	1	5	2	1	6	-5	0	-5
COc1ccc(COC(=O)c2cccc(S(=O)(=O)N3CCN(C(C)=O)CC3)c2)cc1F	-7	-3	-1	4	3	-5	-23	3	-1
COc1ccc(S(=O)(=O)N2CCN(S(=O)(=O)c3ccc(C(F)(F)F)cc3)CC2)cc1C	0	-3	-3	-9	2	-1	-6	-6	18
CC(=O)N1CCCc2cc(S(=O)(=O)CCC(=O)Nc3cccc(C)c3C)ccc21	-3	-5	8	0	0	6	-7	-5	3
COc1ccc(OC)c(N(CC(=O)N2CCC(C)CC2)S(=O)(=O)c2ccccc2)c1	1	2	8	8	-1	5	12	-13	11
c1ccc(CCNCc2cccs2)nc1	x	x	x	7	-23	x	x	-7	-16
CCOc1cc(/C=C2/N=C(c3ccc4c(c3)OCO4)OC2=O)ccc1OC(C)=O	5	-3	-16	-21	-98	-3	-4	1	i
CCOc1ccc(NC(=S)Nc2ccccc2C2CC2)cc1	-11	-6	-11	12	0	-1	-9	-8	5
CCOC(=O)/C=C1\SCC(=O)N1CC(=O)Nc1ccccc1OC(F)F	0	-2	-6	9	0	-7	-1	-5	19
CC(=O)c1cccc(NC(=O)NCc2ccccn2)c1	-8	-4	-5	1	1	-4	4	-7	-21
C(=N\Nc1ccc(-n2ccnc2)nn1)/c1ccccc1	-3	-1	-15	12	1	-14	-10	-3	-2
COc1ccc(C(=O)Nc2ccccc2C(=O)Nc2cccnc2)cc1	-8	0	4	-4	1	-5	3	-4	-9
O=C(CN1C(=O)C2CCCCC2C1=O)N1CCN(c2ccccc2)CC1 (stereo not drawn)	1	-4	0	-6	0	4	9	0	7

# 2 entries from above in another layout.
# Order of results – SENP8 block-1	MIN6 prolif	UBC13 polyUb	PfGluPho inh	SENP1 FRET inh	SENP7 inh	SENP6 block	HKDC1 inhibitor	SENP8 block-2
CCC(=O)Nc1ccc(S(=O)(=O)N2CCCCC2)cc1OC
→ 8	-1	-8	7	0	-6	-7	-12	20
Cc1cccc(C)c1NC(=O)CN(C)C(=O)CN1C(=O)NC2(CCCC2)C1=O
→ -10	6	6	12	0	1	3	-6	2

# High-throughput results as filed in PubChem BioAssay.
